Screening data: PubChem, several laboratories
Cdc25B inh = inhibitors of Cdc25B phosphatase catalytic domain, primary screen, biochemical, OMFP fluorescence. M-phase inducer phosphatase 2 (Homo sapiens), P30305. recombinant Cdc25B, OMFP fluorescence Ex485/Em525. inhibition, %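 (compounds tested at 10 µM final in the well)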. 65,000 tested, 0.1% active; in the data active = inhibition above about 50%
C1s inh = complement C1s protease inhibitors, primary screen, biochemical, 10-compound mixtures; mean inhibition % of two 10-compound mixtures (stronger effect = higher value), % at 5 µM (by protocol); Complement C1s subcomponent (Homo sapiens), P09871; 62,000 tested, 0.16% active; purified C1s, fluorogenic AMC substrate, pooled mixtures;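 active = inhibition above 20% in each of the two 10-compound mixture wells holding the compound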;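 also: 0% = enzyme wells lacking compound mixture and 100% = no-enzyme blank wells; some compounds called inactive have numbers as strong as hits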
CatL inh = inhibitors of human cathepsin L, biochemical. 58,000 tested, 0.17% active. inhibition, %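 (tested at 10 µM)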. Procathepsin L (Homo sapiens), P07711. AID 460, 2006. purified cathepsin L, fluorogenic substrate, fluorescence; in the data active = inhibition above about 45%;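 also: 0% = enzyme with no compound and 100% = no enzyme blank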
Target sequence (P07711 114-288 limits assumed): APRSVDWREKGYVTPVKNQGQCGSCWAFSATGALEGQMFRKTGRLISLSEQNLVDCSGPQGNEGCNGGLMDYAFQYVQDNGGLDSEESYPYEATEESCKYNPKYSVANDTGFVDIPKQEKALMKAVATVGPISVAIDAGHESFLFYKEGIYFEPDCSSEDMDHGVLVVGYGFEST
Target sequence (P07711 292-333 limits assumed): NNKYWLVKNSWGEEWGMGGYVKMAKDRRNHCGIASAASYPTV
HTR1A agonist = human 5-HT1a receptor agonists, primary screen, cell-based, CHO, Ga15 NFAT-bla reporter; 5-hydroxytryptamine receptor 1A (Homo sapiens), P08908; CHO 5-HT1a Ga15 NFAT-bla reporter, FRET ratio; 0% basal, 100% maximal reference agonist; 65,000 tested, 0.56% active; activation, % at 10 µM;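 active = activation above the screen-wide mean activation plus 3 SD, cut at about 19% in these data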;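 also: 0% = DMSO wells and 100% = 5-CT at EC100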
CatG inh = human cathepsin G inhibitors, primary screen, biochemical, pooled compound mixtures, AMC fluorescence. purified enzyme, AMC-tetrapeptide fluorescence. inhibition, % at 5 µM (by protocol). 62,000 tested, 0.2% active. AID 581, 2007;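 active = inhibition above 20% in each of the two mixture wells holding the compound; inactive = inhibition of 20% or less in either well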;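 also: 0% = enzyme control without mixture and 100% = blank lacking enzyme; strong numbers were not always called active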
FXIa mix inh = FXIa protease inhibitors in compound pools, primary screen, biochemical, 10-compound mixtures. Coagulation factor XI (Homo sapiens), P03951. purified FXIa, fluorogenic substrate, pooled mixtures. inhibition, % at 5 µM. 62,000 tested, 0.19% active. AID 680, 2007;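 also: each value is inhibition by a whole ten-compound pool holding the compound; 0% = enzyme with no mixture and 100% = wells lacking enzyme; strong numbers were not always called active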
Target sequence (P03951 19-387 limits assumed): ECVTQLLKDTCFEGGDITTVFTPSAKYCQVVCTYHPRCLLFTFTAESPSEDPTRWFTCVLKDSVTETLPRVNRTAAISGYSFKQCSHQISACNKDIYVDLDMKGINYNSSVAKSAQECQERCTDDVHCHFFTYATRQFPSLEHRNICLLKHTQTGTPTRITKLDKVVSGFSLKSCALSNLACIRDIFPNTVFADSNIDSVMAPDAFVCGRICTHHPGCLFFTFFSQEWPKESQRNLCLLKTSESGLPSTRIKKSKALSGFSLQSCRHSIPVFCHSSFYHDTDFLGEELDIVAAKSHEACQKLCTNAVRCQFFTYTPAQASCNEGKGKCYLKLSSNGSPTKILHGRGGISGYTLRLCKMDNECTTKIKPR
Target sequence (P03951 388-625 limits assumed): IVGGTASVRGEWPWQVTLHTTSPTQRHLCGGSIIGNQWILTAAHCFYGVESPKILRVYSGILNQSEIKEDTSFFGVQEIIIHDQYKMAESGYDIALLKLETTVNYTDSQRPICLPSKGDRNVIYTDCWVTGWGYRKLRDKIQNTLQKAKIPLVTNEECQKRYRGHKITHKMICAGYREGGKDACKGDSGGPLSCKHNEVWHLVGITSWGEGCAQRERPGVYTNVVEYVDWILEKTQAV
Hsp90 inh = tumor Hsp90 inhibitors, primary screen, cell lysate, fluorescence polarization, NCI-N417 lysate | AID 429, 2006 | inhibition, % at 30 µM | 64,000 tested, 0.35% active | Cy3B-geldanamycin FP displacement | Heat shock protein HSP 90-alpha (Homo sapiens), P07900;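 active = inhibition above 50%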;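 also: 0% = tracer plus lysate wells and 100% = tracer alone without lysate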
MKP-1 inh = MKP-1 phosphatase inhibitors, primary screen, biochemical, in vitro | Dual specificity protein phosphatase 1 (Homo sapiens), P28562 | recombinant MKP-1, OMFP hydrolysis fluorescence | inhibition, %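 (compounds tested at a single concentration somewhere between 10 and 100 µM)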 | 65,000 tested, 0.15% active | AID 374, 2006;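 active = inhibition above about 50%, limit read from the data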;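 also: 0% = DMSO max control wells and 100% = wells with enzyme stopped by NaOH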
FXIIa mix inh = human factor XIIa inhibitors, primary screen, biochemical, pooled compound mixtures, fluorogenic substrate; Coagulation factor XII (Homo sapiens), P00748; purified FXIIa; inhibition, % at 5 µM; 62,000 tested, 0.2% active; AID 684, 2007;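 also: 0% = enzyme without compound and 100% = no enzyme blank; some results filed as inactive read as strong as hits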
The depositor's hits bear a star; / = no result given. Rule as the data show it, unless noted: active = inhibition above about 20% (passing the limit was not always enough); inactive = the rest.

SMILES	Cdc25B inh	C1s inh	CatL inh	HTR1A agonist	CatG inh	FXIa mix inh	Hsp90 inh	MKP-1 inh	FXIIa mix inh
O=C(CN1CCN(c2ccccc2)CC1)Nc1c(C(=O)C2CC2)oc2ccccc12	-8	/	/	-1.8	/	/	1	-12	/
CCOc1nc(-c2ccc(OC)cc2)ccc1-c1noc(C)n1	-2	5	-90	-2.4	7	0	-1	2	9
Cc1c(Nc2ncnc3c2cnn3-c2ccccc2)c(=O)n(-c2ccccc2)n1C	-13	-2	1	-3.6	6	1	-7	-6	4
COCCn1c(N)c(C(=O)NCC2CCCO2)c2nc3ccccc3nc21 (configuration not stated)	27	/	-463	5.5	/	/	-5	-14	/
N#CC(C#N)=c1ccc2c(c1)N1C3=C(CCCC3)CC3CCCCC31N=2 (configuration not stated)	-7	-3	0	-1.2	-2	7	38	16	11
Cc1ccc(CNC(=O)C2CCN(S(=O)(=O)c3c(C)noc3C)CC2)cc1	4	-9	-4	-7.0	-4	9	-3	12	-20
Cc1ccc(-c2nnn(CC(=O)N(CCO)C(C(=O)NC(C)(C)C)c3ccncc3)n2)cc1 (configuration not stated)	-5	3	-1	-2.0	15	5	-1	2	2
N#CCSc1nnc2ccc3ccccc3n12	1	13	18	-3.2	11	-1	0	-12	5
COc1ccc(Cl)cc1C(=O)Nc1ccccc1N1CCN(C(=O)C(C)C)CC1	-12	9	16	3.0	11	2	/	31	15
O=C(Cn1c(=O)oc2ccccc21)N1CCN(c2ccc(N3CCOCC3)nn2)CC1	-1	-9	/	-0.7	-3	3	-1	4	7
O=C(Nc1ccc2c(c1)nc1n2CCCCC1)c1cc(S(=O)(=O)N2CCOCC2)ccc1Cl	8	-22	4	0.4	7	0	0	16	3
CC1(C(=O)NC2CCCC2)CCC(=O)N1Cc1ccc2c(c1)OCO2 (configuration not stated)	-8	0	-3	-2.0	3	2	-1	6	4
CC1=C(C(=O)OCc2ccc3c(c2)OCO3)C(c2ccc(Cl)cc2)NC(=O)N1 (configuration not stated)	0	5	6	-0.4	2	12	-2	11	-12
Cc1cccc(OCCC(=O)OCC(=O)N2CCc3ccccc32)c1	-29	-106	15	0.5	-10	-18	-3	16	6
COc1ccc(-c2cc3nc(C4CCN(C(=O)OC(C)(C)C)CC4)c(C(=O)O)cn3n2)cc1	-4	14	7	2.0	13	8	0	65*	-9
COc1ccc(S(=O)(=O)N(CC(=O)NCCCN(C)C)c2ccc(C)cc2)cc1OC	2	-3	20	0.3	9	-1	-1	-3	17
Cc1cc(NC(=O)CSc2cn(C)c3ccccc23)no1	2	-3	15	-4.2	8	-4	-2	7	0
CC(C)c1ccc2c(c1)C(=O)NC(C)(C)C2	-2	7	/	-3.1	9	13	-3	-3	5
c1ccc(CNc2ncnc3c2cnn3-c2ccccc2)cc1	7	8	18	2.2	0	7	-3	-17	7
Nc1nc(CSc2nc3ccccc3s2)nc(N2CCCCC2)n1	-6	-1	-9	-1.6	7	-1	2	3	2
C=C(C)COc1ccc2c(C)c(C)c(=O)oc2c1OCC(=C)C	-12	2	13	0.6	8	1	2	0	2
O=C(NC1c2ccccc2-c2ccccc21)N1CCCCC1	-14	0	12	1.7	-1	3	1	4	1
COC(=O)c1ccc(N(CC(=O)NC2CCCC2)C(=O)CNC(=O)c2ccco2)cc1	-2	21	-9	-1.6	9	6	-1	4	3
N=c1c2c(n(Cc3ccc(Cl)cc3)c3c1CCC3)CCC2	-5	-4	11	2.2	2	7	-1	-16	6
CCCS(=O)(=O)N1CCC(C(=O)NCCCOC(C)C)CC1	16	-160	-3	-4.2	-12	-29	-4	-4	-18
C=CCn1c(O)c(C(CC)=Nc2ccccc2NC(=O)CC)c(=O)[nH]c1=O	-10	-22	1	-0.2	-3	6	2	-31	11
CC(Nc1nc(N2CCCC2)nc2ccccc12)c1ccccc1 (configuration not stated)	-6	-84	/	-2.4	6	-7	-2	-2	-12
O=c1c2ccccc2nc(-c2ccco2)n1CCCn1ccnc1	-8	-18	0	-2.3	4	2	-5	-9	12
O=C(CCn1c(=O)oc2ccccc21)Nc1ccon1	1	/	/	-1.4	/	/	-6	-1	/
COc1ccc(-c2cc3nc(C)cc(C)n3n2)c(OC)c1	-3	-3	2	0.1	-2	7	-1	11	1
CCOC(=O)N1CCC(Nc2c(Nc3cccc(CC)c3)c(=O)c2=O)CC1	1	-4	-5	-2.8	2	9	-7	14	11
Cc1cc(C)cc(NC(=O)CN(C)S(=O)(=O)c2cccc3nsnc23)c1	-15	-5	21	-2.5	-8	4	-2	2	2
CCn1c(C2CC(=O)N(c3ccc(C)c(C)c3)C2)nc2ccccc21 (configuration not stated)	-8	-39	/	1.4	-9	4	-2	5	12
CCc1nc(NCCCN2CCOCC2)c2oc3ccccc3c2n1	1	-38	11	-1.0	4	-6	-4	-9	1
CC12CN(Cc3ccccc3)CC(C)(CN(Cc3ccccc3)C1)C2=NO	2	-2	13	1.9	-5	-6	-2	7	11
O=C(CSc1nnc(-c2ccccc2)n1C1CCCCC1)N1CCCC1	-4	2	4	-2.4	30	7	-3	-1	16
O=C(c1cnn2ccccc12)N(Cc1ccco1)C1CCCC1	-2	7	/	-1.4	12	3	-1	6	3
CCOC(=O)c1cnc2ccc(C(=O)OC)cc2c1NCCN1CCOCC1	-4	-8	/	2.1	-1	1	-5	4	1
COCCOC(=O)/C=C1/NC(=O)CS1	3	1	1	-2.4	6	8	-2	0	3
O=C(CCN1CCN(c2ccccc2F)CC1)Nc1ccccc1F	-9	1	2	-0.9	-1	8	-6	-1	3
CCCOc1ccccc1C1NC(=O)NC(C)=C1C(=O)OCCOCC (configuration not stated)	6	-27	4	0.8	3	-10	0	14	-12
Cc1ccc(CSCCNS(C)(=O)=O)cc1	/	-2	-5	0.5	-3	8	/	/	-11
O=C(O)c1ccc(-n2nnnc2Oc2ccccc2C(=O)N2CCOCC2)cc1	-7	-29	4	0.1	7	0	-1	12	1
CC(c1ccco1)N(C(=O)c1cccs1)c1ccccn1 (configuration not stated)	-4	-21	-4	-0.8	-12	0	-1	-3	1
Cc1cc(C)n(CC(=O)N2c3ccccc3Sc3ccccc32)n1	-12	/	3	1.8	/	/	-1	-20	/
COc1ccc(OC)c(-n2nnnc2SCC(=O)NCCc2ccccc2)c1	-1	11	14	-0.5	7	4	-1	-33	-16
O=C(Nc1ccccc1N1CCCCC1)c1ccccc1F	-14	-15	-17	1.0	-3	4	0	5	4
CCOc1ccc(S(=O)(=O)N2CCN(C(=O)c3cccn3C)CC2)cc1	-10	17	17	-1.1	11	4	-2	2	2

Next part, starting with the last three of the part before.
SMILES	Cdc25B inh	C1s inh	CatL inh	HTR1A agonist	CatG inh	FXIa mix inh	Hsp90 inh	MKP-1 inh	FXIIa mix inh
COc1ccc(OC)c(-n2nnnc2SCC(=O)NCCc2ccccc2)c1	-1	11	14	-0.5	7	4	-1	-33	-16
O=C(Nc1ccccc1N1CCCCC1)c1ccccc1F	-14	-15	-17	1.0	-3	4	0	5	4
CCOc1ccc(S(=O)(=O)N2CCN(C(=O)c3cccn3C)CC2)cc1	-10	17	17	-1.1	11	4	-2	2	2
C/C(=N\O)c1ccccc1C(=O)O	2	-59	27	-1.5	-10	-2	-2	-1	2
Cc1cccc(-c2nnc(SCc3nc4ccccc4[nH]3)n2Cc2ccco2)c1	1	-31	/	-0.1	-1	11	-2	-6	4
N#Cc1c(NC(=O)CSc2n[nH]c(Cc3ccccc3)n2)oc(-c2ccccc2)c1-c1ccccc1	-4	17	2	1.9	11	14	4	25	3
Cc1ccc(OCc2ccoc2C(=O)O)cc1C	-15	4	-3	0.6	3	10	2	10	4
Cc1cc(C)c2nc3s/c(=C/c4ccc5c(c4)n(C)c(=O)n5C)c(=O)n3c2c1	-4	7	-5	-0.3	9	2	-10	0	-16
O=C(Nc1ccccc1Cl)c1cc(S(=O)(=O)N2CCCC(C(=O)O)C2)ccc1F (configuration not stated)	-4	5	7	0.1	9	7	-7	-1	-18
CCCCc1n[nH]c2c1C(=O)CC(C)(C)C2	2	18	14	-4.1	25	12	-3	-27	-2
CC(=O)c1cc2c(cc1NC(=O)c1cc3nc(C(C)C)cc(C(F)(F)F)n3n1)OCO2	-9	-3	1	-1.4	-4	2	0	37	-10
O=C1OC(N2CCN(C(=O)C3CCCO3)CC2)c2ccccc21 (configuration not stated)	-1	-3	-5	2.5	0	4	2	-9	3
COCCN(C(=O)Cc1cccs1)c1nnc(-c2cccnc2)s1	-16	-48	/	-1.8	2	-9	-7	2	1
O=C(O)CCCC(=O)N1CCN(c2cccc(Cl)c2)CC1	-26	-58	13	0.3	0	2	-1	11	-19
COc1ccc2c(c1)CCC(C)N2S(=O)(=O)c1ccc(C2CNC(=O)C2)cc1 (configuration not stated)	-3	/	/	-0.4	/	/	-4	22	/
OCCNc1nc(Nc2ccccc2)nc(Nc2ccccc2)n1	0	7	-7	-3.3	4	11	1	14	2
O=C(NCC1COc2ccccc2O1)c1c[nH]c2ccc(S(=O)(=O)N3CCOCC3)cc2c1=O (configuration not stated)	9	0	-3	-2.2	43	2	-1	11	11
Cc1ccc(NC(=O)CN2CC(C)SC2=NC2CCCCC2)cc1 (configuration not stated)	-15	9	10	0.1	13	2	-3	0	5
COCCOc1nc2c(c(=O)n(C)c(=O)n2C)n1CCc1ccccc1	-11	15	21	-1.5	25	14	-4	0	3
CN(C)CCNC(=O)c1c(O)c2c([nH]c1=O)CCCC2	-11	-2	34	-1.7	10	2	1	1	0
CCOC(=O)Cn1c2ccc(OC)cc2c2nc3ccccc3nc21	8	1	-2	0.1	-2	5	4	1	6
COc1cc2cc(C(c3nnnn3Cc3ccc(F)cc3)N3CCCCCC3)c(=O)[nH]c2cc1OC (configuration not stated)	10	-8	-57	-2.2	7	-3	-1	28	-2
CCCn1nc(-c2nnc(-c3ccc(C)c(C)c3)o2)c2ccccc2c1=O	0	-3	0	3.0	-1	10	2	5	1
COC(=O)CCCCC(=O)C1C(=O)CC(C)(C)C(C(=O)OC)C1=O (configuration not stated)	-1	-8	2	24*	-17	-9	-3	2	-14
O=c1/c(=C/c2ccc(CNS(=O)(=O)c3ccccc3)o2)sc2n1CCN=2	5	7	4	-3.1	9	10	-3	-14	4
CN(C)C(=O)N1CCN(C(=O)c2ccccc2Sc2ccccc2C#N)CC1	-7	3	-5	0.0	1	6	-3	-4	7
Cc1c(Cl)cccc1NC(=O)CC1SCCNC1=O (configuration not stated)	-2	-15	6	-1.3	-8	18	-9	-20	-18
Cc1ccc(NC(=O)N2CCCC2C(=O)NCCc2ccccc2)cc1 (configuration not stated)	2	-4	7	2.1	-6	-3	3	-10	-1
COC(=O)c1cnn2c(C)c(Cc3cccc(F)c3)c(C)nc12	-14	-22	-5	2.7	-3	18	-1	0	1
COc1ccccc1-c1cc(C(=O)Nc2cccnc2)no1	-10	3	-2	-3.4	34*	12	-3	28	4
CCCC(=N)C1=C(O)CC(CC(C)SCC)CC1=O (configuration not stated)	4	-6	/	0.0	6	2	-3	8	2
